CTSL1 counter – counter-screen for PFM18AAP inhibitors: inhibitors of F. hepatica cathepsin L1; inhibition, % at 5.96 µM; AID 1906; recombinant F. hepatica cathepsin L1, Z-Leu-Arg-MCA fluorescence; 300,000 tested, 0.49% active;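 active means inhibition above the mean of all tested compounds plus 3 SD, set per screening campaign, cut at about 17% in these data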;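 further: 0% = plate median of test compound wells and 100% = 1 µM Z-Phe-Ala-diazomethylketone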
GRK2 inh – inhibitors of human GRK2 displacing RNA aptamer; P25098; bead flow cytometry, FAM-aptamer displacement from GRK2; inhibition of aptamer binding, % at 10 µM; 330,000 tested, 0.59% active; AID 488847;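 active means inhibition of aptamer binding above 40%, roughly 3 SD of noise, on plates passing a quality check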;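 further: median bead fluorescence of bound FAM aptamer so fluorescent compounds give negative values; no value below 0 was filed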
Target sequence (P25098 whole entry, looked up): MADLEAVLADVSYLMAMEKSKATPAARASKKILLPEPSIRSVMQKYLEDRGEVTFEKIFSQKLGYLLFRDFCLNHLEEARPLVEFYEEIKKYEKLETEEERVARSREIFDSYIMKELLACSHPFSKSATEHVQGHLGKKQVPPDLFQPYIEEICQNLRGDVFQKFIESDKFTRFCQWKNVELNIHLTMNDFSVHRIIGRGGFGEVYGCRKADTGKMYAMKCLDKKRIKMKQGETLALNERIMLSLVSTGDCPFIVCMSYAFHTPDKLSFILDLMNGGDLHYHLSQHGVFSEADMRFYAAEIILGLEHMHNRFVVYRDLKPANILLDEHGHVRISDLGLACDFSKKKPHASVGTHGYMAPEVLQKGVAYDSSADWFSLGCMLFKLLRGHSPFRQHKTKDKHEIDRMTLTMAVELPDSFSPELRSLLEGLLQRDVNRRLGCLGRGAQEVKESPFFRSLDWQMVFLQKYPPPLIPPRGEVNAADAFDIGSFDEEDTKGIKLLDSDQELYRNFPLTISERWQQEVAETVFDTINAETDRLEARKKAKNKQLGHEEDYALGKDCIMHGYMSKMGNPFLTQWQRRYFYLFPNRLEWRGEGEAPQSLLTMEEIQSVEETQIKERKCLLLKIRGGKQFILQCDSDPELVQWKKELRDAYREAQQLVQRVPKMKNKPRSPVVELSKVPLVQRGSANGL
PP1 inh – counter-screen for PP5 inhibitors: inhibitors of human PP1-alpha; P62136; purified PP1alpha, OMFP fluorescence; inhibition, % at 6.7 µM; 320,000 tested, 0.9% active;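 active means inhibition above the mean inhibition of all tested compounds plus 3 SD, computed separately for each screening campaign, cut at about 15% in these data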
PP5 primary – blocks human protein phosphatase 5 activity; purified PP5c, OMFP substrate fluorescence; 320,000 tested, 0.18% active; P53041; inhibition, % at 6.7 µM;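 active means inhibition above the campaign's mean inhibition across all tested compounds plus 3 SD, cut at about 9.5% in these data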;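 further: 0% = DMSO only and 100% = 100 µM cantharidin control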
proCasp3 act – activators of human procaspase-3; recombinant procaspase-3 D3A, Ac-DEVD-pNA absorbance 405 nm; 330,000 tested, 0.11% active; P42574; activation, % at 8.5 µM;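 active means activation above the mean of all tested compounds plus 3 SD, cut at about 21% in these data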;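 further: 0% = DMSO alone and 100% = DMSO wells spiked with extra 5 µM PC-3 D3A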
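System: Procaspase-3 D3A mutant. Medium: Zinc-free 300 mM NaCl, 50 mM HEPES, 0.01% Triton X-100. Schedule: 1 h preincubation plus 2 h reaction at 25 °C. Measured by: 405 nm absorbance of p-nitroaniline, reads at 0 and 120 min. Read-out: percent activation relative to control range.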
proCasp7 act – counter-screen: procaspase-7 (human) activation; 330,000 tested, 0.093% active; activation, % at 8.5 µM; P55210; recombinant procaspase-7, Ac-DEVD-pNA absorbance 405 nm; D23A/D198A/D206A triple mutant, cannot self-cleave; scale: DMSO 0, 5 µM enzyme 100; AID 463210;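 active means percent activation above the screen-wide mean plus 3 SD, cut at about 25% in these data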
Target sequence (P55210 whole entry D23A/D198A/D206A): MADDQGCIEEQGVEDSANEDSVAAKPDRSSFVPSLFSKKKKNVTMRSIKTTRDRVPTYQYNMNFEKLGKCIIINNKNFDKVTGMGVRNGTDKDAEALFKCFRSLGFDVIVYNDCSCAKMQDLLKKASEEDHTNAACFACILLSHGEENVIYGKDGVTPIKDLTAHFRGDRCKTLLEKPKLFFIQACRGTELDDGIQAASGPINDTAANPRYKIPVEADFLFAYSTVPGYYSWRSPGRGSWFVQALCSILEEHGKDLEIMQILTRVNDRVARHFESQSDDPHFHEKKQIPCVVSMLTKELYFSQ
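Replicates: singlicate. Assay system: Procaspase-7 triple mutant (PC-7 D3A). Signal: 405 nm absorbance of p-nitroaniline. Times: 1 h preincubation, 2 h reaction. Buffer or medium: Zinc-free HEPES pH 7.4 with 300 mM NaCl, 0.01% Triton X-100. Also added: DEVD-pNA substrate. Benchmarks: DMSO wells as 0%, DMSO with 5 µM added PC-7 as 100%.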
JMJD2C inh – inhibitors of human GASC-1 (JMJD2C) demethylase; AID 2099; Q9H3R0; inhibition, % at 2.35 µM; 330,000 tested, 0.069% active; GST-JMJD2C(1-420) H3K9me3 demethylation, DELFIA europium;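 active means more than half of a compound's replicate wells show inhibition beyond 50%, single wells judged on their own value; inconclusive means some, but no more than half, of replicates pass 50% inhibition; inactive means no replicate passes 50% inhibition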;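 further: signal counts dimethyl H3K9 product captured on neutravidin plate; 0% = median of DMSO wells and 100% = 0.3 times that DMSO median; strong numbers were not always called active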
HCV core dimer – HCV core protein dimerization inhibition; TR-FRET GST/Flag-core106 dimerization, 1536-well; inhibition, % at 5 µM; 300,000 tested, 0.33% active;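 active means inhibition above the mean of all tested compounds plus 3 SD, set per screening campaign, cut at about 45% in these data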
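assay system = GST-tagged and Flag-tagged HCV core protein residues 1-106 | controls = unlabelled core106 and no-GST-core106 wells | incubation = compound-protein-antibody incubation 4 h at 22.5 °C | probe or stimulus = Eu donor and XL665 acceptor anti-tag antibodies | read-out = % inhibition based on acceptor/donor emission ratio | signal = TR-FRET 671 and 617 nm emission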
VLA-4 inh – inhibition in a human VLA-4 binding assay. VLA-4 expressing cells, ligand binding flow cytometry. inhibition, % (about 7 µM as worked out from the volumes in the protocol). 330,000 tested, 0.2% active; in the data active means inhibition above about 50%
Active calls of the source: *; ? = inconclusive; / = no result given; & = joins results of further samples.

mol,CTSL1 counter,GRK2 inh,PP1 inh,PP5 primary,proCasp3 act,proCasp7 act,JMJD2C inh,HCV core dimer,VLA-4 inh
COC(=O)n1c(=O)oc2ccccc21,-1,0,-5,0.5,2,4,-6,2,6
Cc1cc2cc(C(c3nnnn3Cc3ccco3)N3CCc4ccccc43)c(=O)[nH]c2cc1C (stereo not drawn),-1,0,6,3.9,-10,-10,3,29,3
COc1ccccc1C(=O)Nc1ccnn1C1CCN(C(=O)c2ccoc2)CC1,2,2,-3,0.5,-6,0,-9,-2,7
CCN(CC)S(=O)(=O)c1ccc(-c2csc(C)n2)cc1,-4,4,-5,-2.0,1,-2,23,-1,-2
Fc1ccc(COc2cccc3cccnc23)cc1,0,1,1,5.3,-4,-9,-1,0,13
Cc1cccc(C(=O)O)c1NC(=O)c1ccc(F)cc1,-2,0,-3,2.4,0,2,21,-7,5
CCOc1ccccc1NC(=O)CCC(=O)O,0,2,0,0.8,-4,-1,0,1,10
Cc1ccccc1-n1c(-c2cccnc2)n[nH]c1=S,-1,0,-5,3.4,5,-7,-2,-1,17
O=Cc1ccc(OC(=O)CCCCC(=O)Oc2ccc(C=O)cc2)cc1,-20,3,4,3.5,-7,-13,-22,14,1
O=C(Nc1ccccc1N1CCN(c2ccccc2)CC1)C12CC3CC(CC(C3)C1)C2,5,0,8,0.0,7,3,-1,1,-11
COC(=O)[C@]1(C)N[C@H](CN(C)S(=O)(=O)c2ccc(C)cc2)[C@@H]2C(=O)N(C)C(=O)[C@@H]21,/,0,/,/,0,9,/,/,25
Cc1cccc(-c2noc(CCCC(=O)NCC3CCCO3)n2)c1 (stereo not drawn),0,1,0,1.6,9,-2,-3,-2,-42
Cc1ccc(CNC(=O)CN2C(=O)NC(C)(c3cccc(Br)c3)C2=O)cc1 (stereo not drawn),-2,56*,3,1.6,11,16,6,12,37
O=C(CCCN1C(=O)C(c2ccccc2)Oc2cccnc21)Nc1ccccc1Cl (stereo not drawn),2,0,0,3.3,7,3,-1,-2,2
COC(=O)Cc1ccc(NC(=O)c2ccc3c(c2)C(=O)N(Cc2cccnc2)C3=O)cc1,-4,8,-1,2.1,3,-10,2,4,7

Reformatted: entries from further up.
Values run as follows: CTSL1 counter | GRK2 inh | PP1 inh | PP5 primary | proCasp3 act | proCasp7 act | JMJD2C inh | HCV core dimer | VLA-4 inh
> CCN(CC)S(=O)(=O)c1ccc(-c2csc(C)n2)cc1
→ -4 | 4 | -5 | -2.0 | 1 | -2 | 23 | -1 | -2
> Fc1ccc(COc2cccc3cccnc23)cc1
→ 0 | 1 | 1 | 5.3 | -4 | -9 | -1 | 0 | 13
> Cc1cccc(C(=O)O)c1NC(=O)c1ccc(F)cc1
→ -2 | 0 | -3 | 2.4 | 0 | 2 | 21 | -7 | 5
> CCOc1ccccc1NC(=O)CCC(=O)O
→ 0 | 2 | 0 | 0.8 | -4 | -1 | 0 | 1 | 10
> Cc1ccccc1-n1c(-c2cccnc2)n[nH]c1=S
→ -1 | 0 | -5 | 3.4 | 5 | -7 | -2 | -1 | 17
> O=Cc1ccc(OC(=O)CCCCC(=O)Oc2ccc(C=O)cc2)cc1
→ -20 | 3 | 4 | 3.5 | -7 | -13 | -22 | 14 | 1
> O=C(Nc1ccccc1N1CCN(c2ccccc2)CC1)C12CC3CC(CC(C3)C1)C2
→ 5 | 0 | 8 | 0.0 | 7 | 3 | -1 | 1 | -11
> COC(=O)[C@]1(C)N[C@H](CN(C)S(=O)(=O)c2ccc(C)cc2)[C@@H]2C(=O)N(C)C(=O)[C@@H]21
→ / | 0 | / | / | 0 | 9 | / | / | 25
> Cc1cccc(-c2noc(CCCC(=O)NCC3CCCO3)n2)c1 (stereo not drawn)
→ 0 | 1 | 0 | 1.6 | 9 | -2 | -3 | -2 | -42
> Cc1ccc(CNC(=O)CN2C(=O)NC(C)(c3cccc(Br)c3)C2=O)cc1 (stereo not drawn)
→ -2 | 56* | 3 | 1.6 | 11 | 16 | 6 | 12 | 37
> O=C(CCCN1C(=O)C(c2ccccc2)Oc2cccnc21)Nc1ccccc1Cl (stereo not drawn)
→ 2 | 0 | 0 | 3.3 | 7 | 3 | -1 | -2 | 2

Continued.
mol,CTSL1 counter,GRK2 inh,PP1 inh,PP5 primary,proCasp3 act,proCasp7 act,JMJD2C inh,HCV core dimer,VLA-4 inh
OC[C@@H](O)[C@@H](O[C@@H]1O[C@H](CO)[C@H](O)[C@H](O)[C@H]1O)[C@H](O)[C@@H](O)CO,0,0,4,-0.2,1,-3,-45,-15,-367
O=C(NCc1c(F)cccc1F)c1cc(COc2c(F)cccc2F)on1,-1,1,3,2.2,3,-11,-4,1,12
COc1cc(-c2nc3sc(C)c(C)c3c(=O)o2)cc(OC)c1OC,-1,1,-7,2.1,3,10,0,5,12
CC(=O)Nc1nc2ccccc2n1CCN1CCOCC1,1,0,0,3.4,-4,19,-2&0,-2,4
CCCCNC(=O)c1cc(-c2ccc3c(c2)OCO3)on1,2,0,7,-0.9,4,-2,5,-3,-12
O=C1CCC/C(=N/NC(=O)c2ccc(NS(=O)(=O)c3cccs3)cc2)C1,-1,2,-2,0.2,-2,-7,2,-2,5
N#C/C(=C/c1ccc(-c2ccccc2[N+](=O)[O-])o1)C(=O)NCCN1CCCCC1,0,0,-3,0.3,-11,5,-2,-2,-5
CCCNC(=O)C1(CC2CC(c3ccccc3)=NO2)CCN(C(=O)C2CCCC2)CC1 (stereo not drawn),-6,0,-4,2.3,-2,-9,2,-17,0
Cn1nnnc1SCC(=O)N(C1CCCCC1)C1CCS(=O)(=O)C1 (stereo not drawn),0,0,-1,3.3,11,5,-13,3,1
COc1ccc(CNC(=O)CN(Cc2ccc(F)cc2)C(=O)CCC(=O)Nc2nccs2)cc1,-1,1,-2,-1.9,0,3,-8,4,-3
COc1cc(CNc2ncc(-c3ccc(Br)cc3)n2C)cc(OC)c1OC,0,0,2,7.3,-2,-8,16,7,-7
COCCCNC(=O)c1ccc2c(c1)ncn2-c1ccccc1OC,4,3,0,-1.1,8,-3,4,-2,4
O=C(COC(=O)c1cc(S(=O)(=O)N2CCCCC2)ccc1N1CCOCC1)c1ccc(F)cc1,-17,4,-3,-0.3,4,-1,2,8,21
CC(=O)Nc1cccc(-n2nnc(SCC(=O)N(C)c3ccccc3)n2)c1,5,1,-2,-0.5,-1,5,1,3,3
O=C1CC(=O)C(n2cncn2)C(c2ccc(Cl)cc2)C1 (stereo not drawn),0,0,-3,-2.4,-5,0,4,0,14
C=CCc1cccc(CNc2nc3ccccc3n2CCC)c1O,-1,1,8,7.4,1,-1,-13,-3,20
Cc1ccc(CNC(N)=S)cc1,-2,0,-2,-1.4,18,-11,6,-8,1
O=C(COc1ccccc1)NCC(=O)Nc1ccc(S(=O)(=O)NCc2ccco2)cc1,2,0,-2,1.5,-4,-2,-2,29,0
COCCNC(=O)c1ccc(CS(=O)(=O)c2ccccc2C)o1,16,0,2,1.9,6,10,-23,-17,0
CCn1c(SCC(=O)Nc2cc(C)nn2-c2ccccc2)nnc1-c1cccs1,0,1,-1,-1.8,-7,15,4,-3,-5
O=C(Cn1nc(-c2ccccc2)ccc1=O)Nc1ccc(NC(=O)c2ccccn2)cc1,6,0,-2,1.3,4,-5,-7,5,9
COc1ccc(/C=N/Nc2cc(C)nc3ccc(Br)cc23)cc1,2,0,22*,3.3,-30,-23,7,-9,13
C[C@H](O)[C@@]1(O)CC[C@H]2[C@@H]3CC[C@@H]4C[C@H](O)CC[C@]4(C)[C@H]3CC[C@@]21C,0,0,-2,1.3,5,-5,-2,2,25
CCOc1ccc2nc(NC(=O)C3CCN(S(=O)(=O)c4cnc[nH]4)CC3)sc2c1,-50,0,-3,-0.6,0,-5,-14,-1,32
COc1ccc2c(Cn3cnc4cc([N+](=O)[O-])ccc4c3=O)cc(=O)oc2c1,-4,7,4,3.2,11,2,6,28,2
CCOCCCNC(=S)Nc1ccc2nc(N3CCCC3)cc(C)c2c1,1,0,0,2.7,2,-2,-12,-3,3
Cc1ccc(C)c(S(=O)(=O)NC(C)CCc2ccccc2)c1 (stereo not drawn),1,0,4,5.3,-6,1,2,-5,-2
C/C(=N\NC(=O)Cc1ccc(Cl)cc1)c1ccccc1O,0,0,3,4.4,5,-5,-4,-6,14
Cc1cc(C)n(-c2nc3ccccc3c(=O)n2OC2CCCCC2)n1,-2,0,-4,0.1,0,3,11,-3,7
CC(C)Cc1nn2c(=O)cc(COc3ccc(NC(=O)c4ccco4)cc3)nc2s1,-5,0,8,2.3,-3,10,0,3,9
CC(=O)c1cccc(CN2CCN(Cc3ccc(F)cc3)C(CCO)C2)c1 (stereo not drawn),1,8,-1,1.2,8,-13,?,-1,4
O=C1CC(C(=O)O)S/C(=N\NC(=O)c2ccccc2)N1 (stereo not drawn),-5,0,-2,2.6,0,12,2,-1,6
CN(C)CCCn1c2c(c(SCC(=O)Nc3ccc4c(c3)OCO4)nc1=O)CCC2,2,1,-2,0.4,2,2,2,-6,-4
Cc1ccc(C)c(NC(=O)COC(=O)Cn2c(C)csc2=O)c1,-6,4,-2,-1.5,3,9,-6,-9,-3
O=C(N/N=C/c1cc(Br)cc(Br)c1O)c1cccc(N2CCCC2=O)c1,2,1,4,0.7,-35,-39,1,-2,9
COc1cc2c(cc1OC)CN(CC(=O)Nc1ccccc1C(=O)NCc1ccccc1)CC2,-3,0,-4,-0.9,-5,-2,7,4,-6
O=C(Nc1nccs1)c1ccc(CSc2nnnn2-c2ccccc2)cc1,1,3,6,4.7,1,-1,-4,-2,1
COc1ccc(C(=O)/C(=C\c2ccco2)N2C=CC=CC2=C(C#N)C#N)cc1,4,0,-2,1.6,-4,-5,-33,10,25
COc1cccc(NS(=O)(=O)c2ccc3[nH]cc(C(=O)NCCC(C)C)c(=O)c3c2)c1,5,4,13,5.8,3,2,-6,1,-6
COc1cc(/C=N/NC(=O)c2ccc(CSc3nc4ccccc4[nH]3)cc2)ccc1O,7,3,-1,3.0,3,-2,3,1,5
O=C(CSc1cccc2cccnc12)N/N=C/c1ccc(F)cc1,-2,0,-7,3.3,-6,1,-2,0,6
CN1CCCC(OC(=O)c2cccc(S(=O)(=O)N3CCCCCC3)c2)C1 (stereo not drawn),-8,2,0,-1.8,6,7,0,-3,16
COc1cc(OC)cc(C(=O)Nc2nc(CC(=O)NCCc3ccccc3)cs2)c1,2,1,1,1.7,12,11,-7,4,23
